Compound activity deposited in PubChem by several laboratories.
CIT2 TOR yeast – modulators of CIT2-GFP expression in yeast, primary screen, S. cerevisiae, GFP fusion, multiplex flow cytometry, MLPCN library; S. cerevisiae CIT2-GFP strain, 3 h; 100 means same as DMSO wells; GFP response vs DMSO, % at 10 µM; hit rate 0.065% among 320,000; AID 2029, 2009;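 active = GFP response relative to DMSO above a set limit, near the screen mean plus 3 SD, cut at about 150% in these data; inconclusive = Fewer than 70 cells measured for a yeast strain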;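 note: ratio of well median GFP fluorescence to mean of DMSO wells on the plate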
AGP1 TOR yeast – modulators of AGP1-GFP expression in yeast TOR pathway, primary screen, cell-based, multiplex flow cytometry, S. cerevisiae, MLPCN library. 3 h; GFP as percent of DMSO wells. GFP response vs DMSO, % at 10 µM. hit rate 0.02% among 320,000;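 active = GFP response relative to DMSO above a set limit, near screen average plus 3 SD, cut at about 150% in these data; inconclusive = fewer than 70 cells counted for the yeast strain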;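 note: median GFP channel fluorescence of the gated AGP1 strain per well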
MEP2-GFP yeast – modulators of MEP2-GFP levels in yeast, primary screen, S. cerevisiae, multiplex flow cytometry, MLPCN library; hit rate 0.51% among 330,000; AID 2016, 2009; GFP response vs DMSO, % at 10 µM; S. cerevisiae MEP2-GFP strain, 3 h; 100% = DMSO control level;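 active = GFP response versus DMSO above a set limit, roughly screen mean plus 3 SD, cut at about 180% in these data; inconclusive = fewer than 70 cells counted for a yeast strain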;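 note: median GFP fluorescence of the barcode-gated MEP2-GFP cells per well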
procasp3 activ – activators of human procaspase-3 D3A mutant, primary screen, biochemical, absorbance, PC-3 D3A mutant, single concentration. Caspase-3 (Homo sapiens), P42574. recombinant procaspase-3 D3A, Ac-DEVD-pNA absorbance 405 nm. activation, % at 8.5 µM. hit rate 0.11% among 330,000. AID 463141, 2010;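 active = activation above the mean of all tested compounds plus 3 SD, cut at about 21% in these data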;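 note: 0% = DMSO alone and 100% = DMSO wells spiked with extra 5 µM PC-3 D3A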
Target sequence (P42574 whole entry D9A/D28A/D175A): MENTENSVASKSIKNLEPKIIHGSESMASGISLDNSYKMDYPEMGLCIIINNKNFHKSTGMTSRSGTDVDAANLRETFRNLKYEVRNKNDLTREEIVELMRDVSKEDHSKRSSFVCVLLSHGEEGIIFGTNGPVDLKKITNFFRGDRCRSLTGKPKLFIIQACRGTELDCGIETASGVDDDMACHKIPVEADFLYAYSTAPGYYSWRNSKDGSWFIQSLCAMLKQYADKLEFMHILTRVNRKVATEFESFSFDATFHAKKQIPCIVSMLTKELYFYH
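System: Procaspase-3 D3A mutant. Medium: Zinc-free 300 mM NaCl, 50 mM HEPES, 0.01% Triton X-100. Schedule: 1 h preincubation plus 2 h reaction at 25 °C. Measured by: 405 nm absorbance of p-nitroaniline, reads at 0 and 120 min. Read-out: percent activation relative to control range.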
proCasp7 act – procaspase-7 activators, primary screen, counter-screen for procaspase-3 activator project, biochemical, absorbance, HTS, human | recombinant procaspase-7, Ac-DEVD-pNA absorbance 405 nm; D23A/D198A/D206A triple mutant, cannot self-cleave; scale: DMSO 0, 5 µM enzyme 100 | activation, % at 8.5 µM | Caspase-7 (Homo sapiens), P55210 | hit rate 0.093% among 330,000 | AID 463210, 2010;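 active = percent activation above the screen-wide mean plus 3 SD, cut at about 25% in these data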
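Detection: p-Nitroaniline absorbance at 405 nm, read at 0 and 120 min; system: Uncleavable procaspase-7 mutant enzyme; evaluation: % activation from two-timepoint absorbance difference, scaled to controls; times: 1 h enzyme–compound preincubation and 2 h substrate reaction, both 25 °C; buffer or medium: Zinc-free HEPES pH 7.4 with 300 mM NaCl, 0.01% Triton X-100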
LAP4-GFP MLPCN – modulators of LAP4-GFP expression in yeast, primary screen, S. cerevisiae, multiplex flow cytometry, MLPCN library | 3 h; median GFP as percent of DMSO wells | GFP response vs DMSO, % at 10 µM | hit rate 0.34% among 320,000 | AID 2023, 2009;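 active = GFP response vs DMSO above a set limit, about the screen mean plus 3 SD, cut at about 150% in these data; inconclusive = under 70 cell events counted for the yeast strain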
AHR act – AHR activators, primary screen, cell-based, luminescence, luciferase reporter, human; AHR-responsive luciferase reporter cells; Aryl hydrocarbon receptor (Homo sapiens), P35869; hit rate 2.5% among 320,000; AID 2796, 2010; activation, % at 5 µM; in the data active = activation above about 47%;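 note: 0% = vehicle wells and 100% = reference agonist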
Target sequence (P35869 whole entry, looked up): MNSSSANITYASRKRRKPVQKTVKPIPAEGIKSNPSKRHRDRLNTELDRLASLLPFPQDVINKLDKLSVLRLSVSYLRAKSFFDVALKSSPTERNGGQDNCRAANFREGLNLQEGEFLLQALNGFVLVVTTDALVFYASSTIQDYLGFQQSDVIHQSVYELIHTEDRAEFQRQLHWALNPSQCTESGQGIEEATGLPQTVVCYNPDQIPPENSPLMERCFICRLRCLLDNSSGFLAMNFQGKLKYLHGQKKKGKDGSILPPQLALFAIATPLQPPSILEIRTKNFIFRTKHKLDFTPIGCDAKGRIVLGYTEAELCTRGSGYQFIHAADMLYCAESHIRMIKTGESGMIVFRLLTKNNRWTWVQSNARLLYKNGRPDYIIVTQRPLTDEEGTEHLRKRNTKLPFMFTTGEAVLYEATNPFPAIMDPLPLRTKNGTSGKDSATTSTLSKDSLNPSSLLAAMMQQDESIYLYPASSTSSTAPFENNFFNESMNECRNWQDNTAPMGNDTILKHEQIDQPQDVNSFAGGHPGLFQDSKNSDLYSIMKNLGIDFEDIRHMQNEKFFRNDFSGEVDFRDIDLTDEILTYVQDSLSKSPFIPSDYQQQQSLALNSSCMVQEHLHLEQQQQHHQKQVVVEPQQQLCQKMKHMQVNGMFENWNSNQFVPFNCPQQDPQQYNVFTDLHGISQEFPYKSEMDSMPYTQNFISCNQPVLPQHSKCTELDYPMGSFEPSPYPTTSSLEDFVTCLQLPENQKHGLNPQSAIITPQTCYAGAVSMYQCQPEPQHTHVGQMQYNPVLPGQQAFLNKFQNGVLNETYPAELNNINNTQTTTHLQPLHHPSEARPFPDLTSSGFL
RPL19A TOR yeast – RPL19A-GFP expression modulators in yeast, primary screen, cell-based, S. cerevisiae, multiplex flow cytometry, MLPCN; AID 2025, 2009; percent response vs DMSO, % at 10 µM; S. cerevisiae RPL19A-GFP strain, 3 h; active compounds read low; hit rate 0.3% among 330,000;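 active = percent response vs DMSO below 50%; inconclusive = fewer than 70 events counted for the yeast strain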;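 note: median channel GFP fluorescence of the barcoded RPL19A-GFP strain; ratio of sample median GFP to plate DMSO average so 100% = DMSO; lower means less RPL19A-GFP as with rapamycin TOR inhibition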
Starred values were filed as active, the others as inactive; ? = inconclusive; nt = not tested or not shown; [ ] = another dose, or the depositor's remark. Random draw from the library; any-hit rate near 3.5%.

SMILES | CIT2 TOR yeast | AGP1 TOR yeast | MEP2-GFP yeast | procasp3 activ | proCasp7 act | LAP4-GFP MLPCN | AHR act | RPL19A TOR yeast
C=CCNC(=S)NNC(=O)c1cccc2ccccc12 | 91 | 95 | 94 | 2 | 0 | 96 | -4 | 96
CC(=O)c1ccccc1NC(=O)CN1C(=O)CS/C1=C\c1nc(-c2ccc(C)cc2)cs1 | nt | 104 | 110 | -5 | -4 | 105 | 23 | 104
Cc1ccccc1NC(=O)CN1C(=O)c2cccnc2Oc2ccc(Cl)cc21 | 90 | 91 | 102 | -3 | -10 | 97 | 15 | 92
COc1ccc(Br)cc1C(=O)NC(=S)Nc1cc(-c2nc3ccccc3[nH]2)ccc1C | 106 | 101 | 107 | -19 | -16 | 105 | 37 | 102
Cc1cc(C)nc(N2CCC(C(=O)NCc3ccco3)CC2)n1 | 102 | 104 | 98 | 6 | 12 | 101 | -1 | 99
CCOC(=S)SCC(=O)N1CCc2ccccc2C1C1C(=O)CC(C)(C)CC1=O (configuration not stated) | 96 | 90 | 96 | 5 | -6 | 78 | 0 | 108
NC(=O)CSc1nc2cc(S(=O)(=O)N3CCOCC3)ccc2o1 | 104 | 98 | 108 | -8 | -23 | 89 | 0 | 103
COc1cccc(NC(=O)CN(C)C(=O)c2ccc3c(c2)S(=O)(=O)N=C2CCCCCN23)c1 | 94 | 103 | 77 | 10 | 0 | 96 | -1 | 92
CC(=O)Nc1nc(-c2ccc(Br)s2)cs1 | 105 | 99 | 92 | 6 | -5 | 101 | -9 | 101
CCn1c(/C=C/c2ccc([N+](=O)[O-])o2)nc2ccccc2c1=O | 210* | 91 | 304* | -3 | 3 | 358* | 16 | 126
COc1ccc(N2CCN(CC(=O)Nc3c(C)cc(C)cc3C)CC2)cc1 | 101 | 101 | 97 | -12 | -2 | 88 | 0 | 98
CC1CC(C)CN(C(=O)C2CCCN(S(=O)(=O)c3cnc[nH]3)C2)C1 (configuration not stated) | 103 | 105 | 106 | 1 | -3 | 109 | -1 | 103
Cc1ncc(CO)c(CO)c1O | 93 | 98 | 107 | 0 | -8 | 118 | -2 | 113
O=C(CSc1nnc(CNC(=O)c2ccc(F)cc2)o1)NCC1CCCO1 (configuration not stated) | 96 | 100 | 106 | 1 | 8 | 104 | -2 | 99
CCCC(=O)NCCc1cc2c(C)ccc(C)c2[nH]c1=O | 97 | 104 | 107 | 8 | 3 | 102 | -3 | 99
COc1ccc(CCN=C(N)Nc2nc(C)cc(C)n2)cc1 | 102 | 100 | 96 | 4 | 5 | 102 | 20 | 93
Cc1cc(C)c2[nH]c(=O)c(CN(Cc3ccc4c(c3)OCO4)Cc3nnnn3C3CCCC3)cc2c1 | 105 | 113 | 111 | 2 | 3 | 106 | 30 | 101
O=C(CN1c2cccc3cccc(c23)S1(=O)=O)NC1CCCCC1 | 90 | 98 | 94 | -6 | -2 | 100 | 1 | 96
O=C(COC(=O)c1cccc(S(=O)(=O)N2CCN(c3ccc(F)cc3)CC2)c1)NCC1CCCO1 (configuration not stated) | 100 | 101 | 103 | 6 | -6 | 100 | -2 | 98
O=C(O)CCc1ccc(-c2cccs2)n1CCc1ccccc1 | 84 | 96 | 96 | 1 | 4 | 117 | 18 | 97
C/C(N)=C(/C#N)C(=O)CSc1nnc(-c2ccc(OC(F)F)cc2)o1 | 102 | 101 | 105 | 4 | 15 | 107 | 14 | 99
Cc1cc(C(=O)Nc2cccc([N+](=O)[O-])c2C)cs1 | 91 | 99 | 99 | -1 | 0 | 99 | -6 | 107
COC(=O)Nc1ccc(S(=O)(=O)N(CCO)CC(F)(F)C(F)F)cc1 | 96 | 88 | 96 | -8 | 14 | 86 | -2 | 89
Cc1nc2ccc(S(=O)(=O)N(C)CC(=O)NCc3ccc(N(C)C)cc3)cc2s1 | 105 | 104 | 109 | 4 | 6 | 103 | 3 | 96
Cc1nn2cc(-c3ccc(N)cc3)nc2s1 | 104 | 100 | 103 | 6 | 3 | 106 | 11 | 99
SMILES | CIT2 TOR yeast | AGP1 TOR yeast | MEP2-GFP yeast | procasp3 activ | proCasp7 act | LAP4-GFP MLPCN | AHR act | RPL19A TOR yeast
O=S(=O)(c1ccc(NC(=S)NCCc2ccccc2)cc1)N1CCOCC1 | 100 | 106 | 93 | 8 | -1 | 89 | -3 | 104
CC1CCC(N2CCNCC2)CC1 (configuration not stated) | 83 | 87 | 92 | 2 | 9 | 89 | -1 | 98
CCn1c(C)nc2cc(S(=O)(=O)N3CCCC3)ccc21 | 109 | 114 | 101 | -4 | -3 | 106 | 2 | 106
CCCCCC(=O)N/N=C/c1ccco1 | 98 | 105 | 107 | 6 | 4 | 104 | -1 | 109
Cn1cc(C(CO)Cc2ccccc2)c2ccccc21 (configuration not stated) | 99 | 97 | 93 | 5 | 0 | 113 | 11 | 93
O=C(CNC(=S)N(Cc1ccccc1Cl)C1CCCC1)NCCCN1CCOCC1 | 106 | 102 | 107 | -3 | 3 | 100 | 0 | 107
CCN(CC(=O)Nc1ccc2c(c1)OCO2)Cc1nc2ccccc2c(=O)[nH]1 | 93 | 99 | 98 | 0 | -5 | 97 | 33 | 97
CN(C)CCc1c[nH]c2ccc(Cn3cncn3)cc12 | 91 | 101 | 98 | 3 | 2 | 119 | 5 | 98
O=C(NC1(C(F)(F)F)N=C2SCCN2C1=O)c1cccnc1 (configuration not stated) | 97 | 100 | 94 | -4 | 4 | 103 | 1 | 101
CCCN(CC(=O)Nc1ccccc1OC)C(=O)Cc1ccc2c(c1)CCC2 | 88 | 99 | 100 | -18 | -18 | 96 | 8 | 97
C=C(C)Cn1c(CCNC(=O)c2ccco2)nc2ccccc21 | 106 | 106 | 103 | 2 | 9 | 95 | -2 | 102
CCOc1cc(C(=O)N[C@@H](C)C(=O)N2CCC3(CC2)NCCc2[nH]cnc23)cc(OCC)c1OCC | 100 | 93 | 107 | 3 | -14 | 93 | 1 | 101
COc1ccc(CN(CC(=O)NCC2CCCO2)C(=O)CNS(=O)(=O)c2ccccc2)cc1 (configuration not stated) | 108 | 108 | 101 | -9 | 5 | 104 | 0 | 105
COc1ccc(NC(=O)CSCC(=O)N2c3ccccc3CCc3ccccc32)cc1 | 104 | 107 | 107 | 11 | 5 | 96 | 16 | 104
Cc1ccc(COc2cccc(/C=N/NC(=O)c3nnn(-c4nonc4N)c3C)c2)cc1 | 96 | 94 | 98 | -1 | 0 | 91 | -1 | 97
O=C(N/N=C/c1ccc2c(c1)OCO2)c1ccc(COc2cccc3cccnc23)cc1 | 93 | 100 | 107 | 3 | 5 | 101 | 21 | 97
Cc1cc(=O)n2[nH]c(NCc3ccccc3F)nc2n1 | 112 | 104 | 104 | 8 | 3 | 105 | 0 | 99
COc1cc2cc(CN(C(=O)Nc3ccccc3)C3CCCC3)c(=O)[nH]c2cc1OC | ? | ? | 379*[may fluoresce violet] | -1 | 9 | 100[may fluoresce violet] | 2 | 38*[may fluoresce violet]
O=C(O)C1CCCCC1C(=O)NCCc1ccc(Cl)cc1 (configuration not stated) | 93 | 97 | 100 | -5 | -1 | 107 | -9 | 97
Cc1ccc(C(=O)NNC(=O)c2ccccc2-n2cccc2)cc1 | 87 | 98 | 91 | 5 | 0 | 106 | 45 | 101
Cc1cc(S(=O)(=O)N2CCN(c3ccccc3C)CC2)ccc1F | 97 | 110 | 101 | 0 | 0 | 101 | -1 | 101
O=C(NC(=S)N1CCOCC1)c1cn(-c2ccccc2)nc1-c1ccc(F)cc1 | 97 | 98 | 98 | -11 | -11 | 97 | 3 | 97
O=C1NN=C(c2ccc(Cl)cc2)CC1c1c[nH]c2ccccc12 (configuration not stated) | 98 | 98 | 100 | -5 | -16 | 104 | 29 | 94
O=C(Nc1ccccc1O)c1ccc(NS(=O)(=O)c2cccc3cccnc23)cc1 | 96 | 99 | 103 | 6 | -4 | 103 | 14 | 97
CC1(C)COCN1C(=O)c1ccc(C#N)cc1 | 105 | 99 | 102 | 1 | 1 | 92 | 4 | 106

Reformatted with two lines to a compound: part of the list above.
The line under a structure holds: CIT2 TOR yeast	AGP1 TOR yeast	MEP2-GFP yeast	procasp3 activ	proCasp7 act	LAP4-GFP MLPCN	AHR act	RPL19A TOR yeast
COc1cc2cc(CN(C(=O)Nc3ccccc3)C3CCCC3)c(=O)[nH]c2cc1OC
  ?	?	379*[may fluoresce violet]	-1	9	100[may fluoresce violet]	2	38*[may fluoresce violet]
Cc1cc(S(=O)(=O)N2CCN(c3ccccc3C)CC2)ccc1F
  97	110	101	0	0	101	-1	101
CC1CCC(N2CCNCC2)CC1 (configuration not stated)
  83	87	92	2	9	89	-1	98

More structures follow:
SMILES | CIT2 TOR yeast | AGP1 TOR yeast | MEP2-GFP yeast | procasp3 activ | proCasp7 act | LAP4-GFP MLPCN | AHR act | RPL19A TOR yeast
O=[N+]([O-])c1ccccc1S(=O)(=O)N1CCCC(C(F)(F)F)C1 (configuration not stated) | 104 | 107 | 98 | -4 | 5 | 83 | 4 | 107
CC(=O)Nc1cccc(NC(=O)CSc2nnc(Cc3cccn3C)n2-c2ccc(F)cc2)c1 | 101 | 104 | 101 | -2 | 0 | 110 | -1 | 99
N#CC(C#N)=C1C=CC=CN1/C(=C\c1ccccc1)C(=O)c1cccs1 | 98 | 58 | 94 | -2 | -2 | 97 | 22 | 103
CSCC(C)N1CCC(Oc2cccc(C(=O)NCc3ccccn3)c2)CC1 (configuration not stated) | 99 | 90 | 100 | 1 | 1 | 76 | 1 | 107
CCOC(=O)C1CCCN(C(=O)Cn2ncc3c([nH]c4ccccc43)c2=O)C1 (configuration not stated) | 92 | 94 | 92 | 0 | 12 | 97 | 3 | 96
CCN(CC)c1ccc(/C=N/NC(=O)CNC(=O)c2cccnc2)cc1 | 101 | 100 | 98 | 6 | 2 | 100 | 11 | 99
CCOc1ccc(-c2cc3cc(OC)c(OC)cc3c(C)n2)cc1 | 95 | 99 | 99 | 3 | 9 | 102 | -7 | 97
CCCC(C(=O)Nc1cccc(S(=O)(=O)N2CCCC2)c1)c1ccccc1 (configuration not stated) | 111 | 115 | 103 | -6 | 2 | 108 | 3 | 103
CN(C)CCCOC(=O)N1c2ccccc2C=Cc2ccccc21 | 102 | 97 | 101 | 0 | 0 | 98 | 8 | 100
CCCCOC(=O)c1ccc(NC(C)=O)cc1 | 82 | 91 | 101 | -3 | 0 | 104 | 3 | 96
O=S(=O)(CCN1CCN(c2ccccn2)CC1)c1ccc(F)cc1 | 103 | 106 | 101 | -11 | 13 | 104 | -1 | 97
COc1ccc(CN2CCNC(=O)C2CC(=O)NCCc2nc(C)c3c(n2)CCC3)cc1C (configuration not stated) | 107 | 104 | 105 | 11 | -11 | 94 | 1 | 98
Cc1nc2c(=O)n(-c3cccc(C(F)(F)F)c3)nc(C)c2s1 | 104 | 116 | 104 | 0 | 10 | 120 | 9 | 104
